# Growth percent in the NCI-60 one-dose screen (48 h, 10 µM unless noted): 100 = growth as untreated, 0 = no growth, -100 = all killed.
# OVCAR-5 – OVCAR-5 ovarian cancer; actives 2.9% (n = 82,000); AID 1794783
# OVCAR-4 – OVCAR-4 ovarian cancer cells | actives 3.7% (n = 80,000) | AID 1794784
# SN12C – SN12C renal cancer cells | actives 3.8% (n = 81,000)
# OVCAR-3 – OVCAR-3 ovarian cancer. actives 7% (n = 79,000). AID 1794787
# NCI/ADR-RES – NCI/ADR-RES ovarian cells. actives 4.4% (n = 81,000)
# NCI-H226 – NCI-H226 lung cancer | AID 1794732 | actives 3.5% (n = 79,000)
# NCI-H23 – NCI-H23 lung cancer | AID 1794731 | actives 4% (n = 80,000)
# SK-OV-3 – SK-OV-3 ovarian cancer cells; actives 3.2% (n = 80,000); AID 1794785
# IGROV1 – IGROV1 ovarian cancer; actives 4.7% (n = 79,000)
# * = called active by the depositor; x = not tested or not shown. The calls were made as follows: active = growth percent below 10; inactive = the rest.
SMILES,OVCAR-5,OVCAR-4,SN12C,OVCAR-3,NCI/ADR-RES,NCI-H226,NCI-H23,SK-OV-3,IGROV1
COc1cccc(Cn2c(C)c3c(=O)n(-c4ccc(Cl)cc4)[nH]c3cc2=O)c1,107,96,108,98,99,108,95,100,109
Cc1cc2c(c(C)c1Cl)C(=O)/C(=C/c1ccccc1Cl)O2,107,97,96,106,101,110,97,x,86
O=C(CC(=O)C(F)(F)C(F)(F)C(F)(F)F)c1csc2ccccc12,91,89,71,70,71,96,83,99,100
C=Cc1ccc(-n2nc(C(=O)N3CCCCC3)c3c2CCC(NCCc2ccccc2)C3)cc1 (stereo not given),91,106,97,107,93,102,97,117,91
Cc1cnc(Cl)nc1N1c2ccncc2Sc2ccncc21,104,119,96,113,103,99,101,101,x
CC(C)(C)OC(=O)N1C/C(=C\c2ccc(F)cc2)C(=O)/C(=C/c2ccc(F)cc2)C1,-82*,-9.7*,-94*,-90*,-57*,-44*,-78*,0.1*,-57*
COc1ccc(C(=O)/C=C/c2ccccc2)cc1,91,106,98,105,93,101,87,110,81
COc1ccc(CNC(=O)C2CCN(c3nc(C(F)(F)F)ccc3C#N)CC2)cc1,94,91,98,105,100,91,102,109,97
CC1CCC2(CC1)SCC(=O)N2NC(=O)Cc1ccccc1Nc1c(Cl)cccc1Cl (stereo not given),102,95,107,95,92,102,100,111,84
COc1ccc2c(c1)C(=Nc1cc(OC)c(OC)c(OC)c1)C(=O)N2,99,111,97,72,103,97,97,97,94
CN1COc2ccc3ccccc3c2C1,77,92,87,99,90,94,89,103,86
CCOC(=O)c1ccc(NC2=CC(=O)C(C)=C(C)C2=O)cc1,104,-63*,94,0.6*,65,96,51,92,79

# By substructure, those above with a carbonyl joined to an NH by a bond outside any ring (two)
SMILES,OVCAR-5,OVCAR-4,SN12C,OVCAR-3,NCI/ADR-RES,NCI-H226,NCI-H23,SK-OV-3,IGROV1
COc1ccc(CNC(=O)C2CCN(c3nc(C(F)(F)F)ccc3C#N)CC2)cc1,94,91,98,105,100,91,102,109,97
CC1CCC2(CC1)SCC(=O)N2NC(=O)Cc1ccccc1Nc1c(Cl)cccc1Cl (stereo not given),102,95,107,95,92,102,100,111,84

# Other records follow:
SMILES,OVCAR-5,OVCAR-4,SN12C,OVCAR-3,NCI/ADR-RES,NCI-H226,NCI-H23,SK-OV-3,IGROV1
O=C(Nc1ccc(N2CCNCC2)cn1)c1[nH]ncc1Nc1ncnc2sccc12,67,21,67,33,91,x,18,70,78
Cc1nn(-c2ccccc2)c(-n2ccnc2)c1/C=N/Nc1nc(-c2ccc(Cl)c(Cl)c2)cs1,72,-22*,31,-69*,-9.8*,52,12,89,61
O=C(COCC(=O)N/N=C/c1ccc(Cl)cc1)N/N=C/c1ccc(Cl)cc1,106,126,98,109,102,99,96,104,104
COc1cccc(-c2nc3occn3c2-c2ccnc(NCCNS(=O)(=O)c3ccc(Br)cc3)n2)c1,123,85,83,100,97,75,90,85,52
O=C(O)N/N=C/c1ccccc1Cl,104,103,103,105,100,101,87,104,106
N#CCCNCC(=O)O,113,105,115,107,104,103,109,117,130
CCc1cccc(CC)c1NC(=S)NN,93,97,99,104,105,88,104,104,110
CCCn1cc(/C=N\N=C2\C(=O)Nc3ccc(OC(F)(F)F)cc32)c2ccccc21,107,103,97,103,85,95,88,103,95
COc1cc2c(c(OC)c1OC)C(=O)CO2,97,113,107,110,103,112,100,103,123
OCCNc1c(Cl)c(Cl)c(Cl)c(Cl)c1Cl,80,89,89,87,84,43,95,106,101
COc1ccc(Cc2ccc(O)cc2)cc1,102,93,94,111,105,94,123,103,100
CCCCS(=O)(=O)OCc1cc(=O)c(O)co1,107,100,95,99,101,106,100,108,102
Cc1cc([N+](=O)[O-])ccc1Nc1ccc(C(=O)Nc2nc(C(=O)N3CCN(C(c4ccccc4)c4ccccc4)CC3)cs2)cc1[N+](=O)[O-],90,63,68,78,51,79,81,86,66
O=C(CSc1nnc(-c2c[nH]c3ccccc23)o1)Nc1cc([N+](=O)[O-])ccc1F,92,84,113,117,86,115,93,84,104
CCCCNC(=O)c1cccc(C2CCCCC2)c1O,92,113,88,96,94,92,89,101,104
Cn1ccc2cc(NC(=O)c3cccnc3)ccc21,105,99,97,111,102,100,102,107,107
O=C1[C@H]2Cc3c([nH]c4ccccc34)[C@@H](c3c(Cl)cccc3Cl)N2C(=O)CN1C1CCN(Cc2c(F)cccc2F)CC1,82,77,68,89,x,88,x,x,36
COc1ccc(OC)c(-c2nc(SCC(=O)c3ccc(Br)cc3)nc(Nc3ccc(S(N)(=O)=O)cc3)c2C#N)c1,73,57,49,x,74,50,58,80,55
Cc1coc(NS(=O)(=O)c2ccc(N=Nc3c(N)nc(N)[nH]c3=O)cc2)c1C,108,113,101,104,110,99,107,100,107
CCCn1c(=O)[nH]c2c(c1=O)C(c1ccc(F)cc1)c1c([nH]c(=O)n(CCC)c1=O)N2,99,111,x,111,107,106,101,103,99
[2H]C([2H])([2H])Oc1cc(F)ccc1/C=C/C(=O)/C=C(O)/C=C/c1ccc(F)cc1OC([2H])([2H])[2H],100,103,95,112,101,105,92,96,97
Cc1cnc2c(=O)[nH]c(N)nc2n1,112,121,108,113,115,109,114,121,114
CC(=O)N1N=C(c2ccc(Br)cc2)CC1c1cn(-c2ccccc2)nc1-c1ccc(Cl)cc1 (stereo not given),94,83,96,116,98,100,100,98,134
O=C1N[C@@H](Cc2c[nH]c3ccccc23)C(=O)N(Cc2ccco2)[C@H]1Cc1ccccc1,110,107,93,105,92,95,99,76,99
CCOC(=O)Oc1ccc([N+](=O)[O-])c(C=O)c1,116,116,107,114,106,112,95,103,111
CC(=O)N1N=C(c2ccc3ccccc3c2O)OC1c1ccc(Cl)cc1 (stereo not given),102,91,98,113,98,101,95,105,105
O=C1c2nccnc2C(=O)N1CCc1ccccn1,108,99,99,116,107,113,102,100,99
N#CCCN(CCC#N)P(=O)(N(CCC#N)CCC#N)N(CCC#N)CCC#N,87,102,104,109,99,92,92,85,103
O=C1CCC(C(=O)NNc2ccc([N+](=O)[O-])cc2)N1 (stereo not given),91,97,99,103,102,106,99,97,94
Brc1cc(Br)c(OCC2CO2)c(Br)c1 (stereo not given),96,98,89,93,91,77,85,104,104
C=C(C)[C@@H]1CC[C@]2(C)[C@H](CC=C3[C@@H]4C[C@@](C)(CO)CC[C@]4(C)CC[C@]32C)[C@@]1(C)CCCN,111,118,92,103,99,101,101,116,106
CCOc1cc(S(=O)(=O)O)cc2cc(S(=O)(=O)O)cc(O)c12,115,106,99,113,96,97,91,108,98
C/C(=N\NC(=O)Cn1c(-c2ccc(S(C)(=O)=O)cc2)nc2ccccc21)c1ccccc1,98,112,96,97,93,95,87,109,110
CC/C(=C(\c1ccc(OCCN2CCCCCCC2)cc1)c1ccc(OC(=O)c2ccccc2)cc1)c1ccc(Cl)cc1,92,119,102,103,96,106,91,106,90
O=C(/C=C/c1ccc2nc(-c3cc(F)cc(F)c3)sc2c1)c1cc(F)cc(F)c1,108,104,100,132,104,100,99,98,106
CCCCC(=O)N1CCCC(C)C1 (stereo not given),94,108,99,116,96,103,92,108,90
Nc1c(C(=O)Nc2ccccc2F)sc2nc3c(cc12)CCCC3,75,54,40,4.6*,25,64,51,27,59
Cc1[nH]c2ccccc2c1CCNC(=O)c1ccc(-c2nn[nH]n2)cc1,91,98,91,107,101,x,95,105,92
CN1CCCCC1CCN1c2ccccc2Sc2ccc(Cl)cc21 (stereo not given),92,57,72,82,73,93,77,59,45
CC(=O)OCC1OC([n+]2c([O-])cc(=O)n3ccsc32)C(OC(C)=O)C1OC(C)=O (stereo not given),113,112,101,100,105,100,98,94,x
Cn1nnnc1SCC1=C(C(=O)O)N2C(=O)C(NC(=O)C(O)c3ccccc3)C2SC1 (stereo not given),108,102,112,119,107,111,110,111,110
COc1ccc(C2=NN(C(=O)c3ccc(S(N)(=O)=O)cc3)C(c3ccc(OC)cc3)C2)cc1 (stereo not given),102,98,97,x,100,100,96,108,105
CCSc1nnc(-c2cnn3c2NC(c2ccccc2)C3)n1-c1ccccc1F (stereo not given),97,90,93,91,92,85,100,87,93
COc1cccc(C2C3=C(COC3=O)N(CCO)c3cc4c(cc32)OCO4)c1 (stereo not given),36,41,47,-65*,-16*,52,x,21,30
CCCCn1c(=O)c2c(nc(NCCc3ccc(O)c(O)c3)n2CCC)n(CCCC)c1=O,98,46,87,65,77,88,87,96,83
CCOP(=O)(CCCCN1C(=O)c2ccccc2C1=O)OCC,99,100,104,106,112,105,104,102,98
Nc1ccc(NC(=O)c2ccc(C(=O)Nc3ccc(N)cc3)cc2)cc1,113,85,73,83,104,114,77,109,64
COc1ccc(-c2cc(-c3ccc(N(C)C)cc3)n3c(n2)nc2ccccc23)cc1OC,113,91,91,x,93,95,98,117,97

# Seven compounds picked at random from the list so far:
SMILES,OVCAR-5,OVCAR-4,SN12C,OVCAR-3,NCI/ADR-RES,NCI-H226,NCI-H23,SK-OV-3,IGROV1
O=C(COCC(=O)N/N=C/c1ccc(Cl)cc1)N/N=C/c1ccc(Cl)cc1,106,126,98,109,102,99,96,104,104
CC1CCC2(CC1)SCC(=O)N2NC(=O)Cc1ccccc1Nc1c(Cl)cccc1Cl (stereo not given),102,95,107,95,92,102,100,111,84
CCOC(=O)c1ccc(NC2=CC(=O)C(C)=C(C)C2=O)cc1,104,-63*,94,0.6*,65,96,51,92,79
CCOc1cc(S(=O)(=O)O)cc2cc(S(=O)(=O)O)cc(O)c12,115,106,99,113,96,97,91,108,98
CCSc1nnc(-c2cnn3c2NC(c2ccccc2)C3)n1-c1ccccc1F (stereo not given),97,90,93,91,92,85,100,87,93
C=C(C)[C@@H]1CC[C@]2(C)[C@H](CC=C3[C@@H]4C[C@@](C)(CO)CC[C@]4(C)CC[C@]32C)[C@@]1(C)CCCN,111,118,92,103,99,101,101,116,106
COc1ccc(C(=O)/C=C/c2ccccc2)cc1,91,106,98,105,93,101,87,110,81

# In the list so far, 2 contain a furan ring, fused or not:
SMILES,OVCAR-5,OVCAR-4,SN12C,OVCAR-3,NCI/ADR-RES,NCI-H226,NCI-H23,SK-OV-3,IGROV1
Cc1coc(NS(=O)(=O)c2ccc(N=Nc3c(N)nc(N)[nH]c3=O)cc2)c1C,108,113,101,104,110,99,107,100,107
O=C1N[C@@H](Cc2c[nH]c3ccccc23)C(=O)N(Cc2ccco2)[C@H]1Cc1ccccc1,110,107,93,105,92,95,99,76,99

# Next part:
SMILES,OVCAR-5,OVCAR-4,SN12C,OVCAR-3,NCI/ADR-RES,NCI-H226,NCI-H23,SK-OV-3,IGROV1
Clc1ccc(-c2cn3nc(-c4ccccc4)nc3s2)cc1,96,40,78,76,66,68,66,35,45
Cc1cc2nc3c4ccccc4n(CCCN(C)C)c3nc2cc1C,9.1*,-23*,-28*,-14*,2.0*,4.6*,-53*,8.1*,-10*
CCOC(=O)c1c(C)nc2[nH]n(-c3ccccc3)c(=O)c2c1-c1ccc(O)cc1,103,131,100,137,108,102,102,121,119
CCCCOc1nc2ccc(Cl)cc2cc1/C=C/c1cc(/C=C/c2cc3cc(Cl)ccc3nc2OCCCC)n(-c2ccccc2)n1,108,118,98,109,102,106,99,90,112
O=C1Nc2ccccc2/C1=N/N=C/c1ccco1,114,69,94,89,96,x,91,105,96
CC(C)C/C(=N\NC(=O)c1ccncc1)c1cc(Cl)ccc1O,37,14,26,11,5.2*,51,23,24,9.3*
O=C1CC(c2ccccc2)=NO1,91,94,99,115,103,97,98,105,108
COc1ccc(-c2csc(NC(=O)CSc3nc(-c4ccc(Cl)cc4)c(C#N)c(=O)[nH]3)n2)cc1,95,113,99,108,98,89,81,111,100
COc1ccc(-c2nnc(COc3ccc(C(=O)/C=C/c4ccco4)cc3)o2)cc1,98,68,68,64,89,x,92,93,88
CC(=O)c1cc2c(N)c(C(=O)Nc3cccc(F)c3C)sc2nc1C,110,80,95,108,91,88,94,54,94
CCc1nc2cc(C)c(C)cc2[nH]1,111,105,106,113,105,108,96,93,107
Cc1ccc(-c2nc(NS(=O)(=O)c3ccccc3)nc(Nc3ccccc3)c2C#N)cc1,120,92,99,105,112,106,101,103,123
O=c1cc(-c2ccccc2)oc2c1CCCC2,104,92,108,115,109,111,107,112,109
COc1cc2cc(Oc3ccc(NC(=O)c4cc(Cl)cc(Cl)c4)cc3)c(C)nc2cc1OC,85,70,78,65,75,86,79,52,90
